# Assay outcomes from PubChem.
# Mm-Cpn inhibitor = Inhibitors of TCP-1 ring complex (TRiC) of Methanococcus maripaludis (MmCpn): qHTS. purified Mm-Cpn ATPase, ADP Transcreener TR-FRET. Potency, µM (doses to about 76.9 µM), for inactives: at the top dose activity, negative = inhibition, hits mostly inhibitors. 330,000 tested, 0.031% active; also: potency is read from the fitted curve at half-maximal effect; % is scaled to controls: 0 for no effect and ±100 for the full control effect; nearly all actives have a fitted effect of over 80% in size
#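 ATPase turnover read by TR-FRET ADP competition (Eu cryptate antibody/ADP-d2, 665/590 nm): 10uM ATP final, 25nM Mm-CPN final, 30 min 37degC after 10-min compound preincubation, pH 7.4 Tris/KCl/MgCl2/DTT buffer.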
# TGFb SMAD3 inh = qHTS for Inhibitors of TGF-b; HepG2 CAGA-GFP TGF-b/SMAD3 reporter, GFP fluorescence, 18 h; TGF-beta stimulated, 500 pg/mL final; Potency, µM (highest dose often 46.1 µM), without a hit: top-dose activity, negative = inhibition, most hits filed as inhibitors; 410,000 tested, 1.2% active; AID 588855, 2011; also: potency is read from the fitted curve at half-maximal effect; % is scaled to controls: 0 for no effect and ±100 for the full control effect; nearly all actives have a fitted effect of over 65% in size
#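 Cell-based qHTS in HEPG2 carrying a CAGA-GFP Smad reporter; compounds added before 500 pg/mL final TGF-beta, 18 h incubation at 37 degrees C, GFP fluorescence quantified per cell by imaging cytometry.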
# Abeta rescue = qHTS for compounds that reverse cellular toxicity of Amyloid beta (A-beta) peptide in yeast: Primary Screen | Potency, µM (titrated, usually from 46.1 µM), for the others: at the top dose growth rescue, usual class: activators | 410,000 tested, 0.063% active | yeast expressing A-beta42, growth rescue, OD600, 48 h; response scale: 0% DMSO, 100% iron-clioquinol control; also: potency is read from the fitted curve at half-maximal effect; nearly all actives have a fitted effect of over 55% in size
#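 Growth rescue measured by 600 nm absorbance after 48 h yeast culture at 30 C with compound. Values normalized between DMSO and an equimolar ferric chloride plus clioquinol control.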
# pAkt inh = HTS Assay for Inhibitors of Akt Phophorylation: Primary Screen | Neuro2A IGF-stimulated pAkt S473 HTRF, 20 min; active compounds read low | activity change, % for hits at 50 µM | 360,000 tested, 0.32% active; in the data active = activity change below about -80%; inconclusive = mostly about -51% to -80%; also: % is scaled to controls: 0 for no effect and ±100 for the full control effect
#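 Single-point screen (50 µM final compound) in Neuro2A cells stimulated 20 min with 6 nM IGF at 37 deg C. After lysis, Ser473-phosphorylated Akt read by HTRF (ex 330 nm, em 615/665 nm) as the 665/615 ratio.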
# Nrf2 inh = Nrf2 qHTS screen for inhibitors. 360,000 tested, 2.1% active. Potency, µM (titrated, usually from 46 µM), inactives show top-dose activity change, negative = inhibition, actives largely listed as inhibitors. AID 504444, 2011. A549 ARE-Fluc reporter, luciferase luminescence, 18-24 h; also: potency is read from the fitted curve at half-maximal effect; % is scaled to controls: 0 for no effect and ±100 for the full control effect; nearly all actives have a fitted effect of over 60% in size
#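 Nrf2 activity is the BugLite luminescence, read 15 min after reagent at room temperature, following CellTiter-Fluor cytotoxicity readout (30 min, 37C). Compound titrations were applied for 18-24 h to 5000 A549 ARE_Fluc cells/well in 5% FBS OPTI-MEM.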
# A549 viability = Nrf2 qHTS screen for inhibitors: counterscreen for cytotoxicity; 390,000 tested, 0.16% active; A549 ARE-Fluc cells, CellTiter-Fluor viability, 18-24 h; Potency, µM (doses to about 46 µM), without a hit: at the top dose activity change, negative = cytotoxicity, actives largely listed as inhibitors; also: potency is read from the fitted curve at half-maximal effect; % is scaled to controls: 0 for no effect and ±100 for the full control effect
#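 Cytotoxicity counterscreen: CellTiter-Fluor fluorescence was measured in A549 ARE_Fluc cells after 18-24 h of compound exposure in a concentration series. The subsequent BugLite luminescent read reports ARE-luciferase activity.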
# Nrf2 activator = qHTS of Nrf2 Activators; 410,000 tested, 0.31% active; AREc32 ARE-luciferase reporter (MCF7-derived line), luminescence, 24 h; Potency, µM (top dose mostly 46.1 µM), without a hit: at the top dose activation, most hits filed as activators; AID 624171, 2012; also: potency is read from the fitted curve at half-maximal effect; % of control where 0% means no effect; nearly all actives have a fitted effect of over 65% in size
#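 For detection, Steady-Glo was added and plates sat 30 min at RT; before that, AREc32_Fluc cells grown overnight in OPTI-MEM/5% FBS had been treated with 23 nL compound for 24 hr at 37 deg C.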
# HepG2 viability = qHTS for Inhibitors of TGF-b: Cytotox Counterscreen; HepG2 CAGA-GFP viability, ATP luminescence, 18 h; 410,000 tested, 0.76% active; Potency, µM (highest dose often 46.1 µM), without a hit: at the highest dose activity change, negative = cytotoxicity, usual class: cytotoxic; AID 588856, 2011; also: potency is read from the fitted curve at half-maximal effect; some results filed as inactive show a strong effect at the top dose
#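 HepG2 CAGA-GFP cells (1000/well, DMEM with 1% FBS) received compound, then TGF-beta at 500 pg/mL final, and were incubated 18 hours at 37 degrees C. Viability was read by CellTiter-Glo luminescence. Media-only wells were set as complete cell-killing and DMSO as no toxicity.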
# CCT modulator = High-Throughput Screening for Modulators of Cytosolic Chaperonin Activity; AID 651819, 2012; purified chaperonin ATPase assay, HTRF ADP detection, 30 min; 360,000 tested, 0.3% active; activity change, % (no concentration beside the values), hits read low; in the data active = activity change below about -30%; also: % is scaled to controls: 0 for no effect and ±100 for the full control effect
#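 ATPase activity: ADP formed was measured by HTRF Transcreener (665/615 nm ratio) after 30 min at 37 deg C with 10 uM ATP. Compounds screened at one 76 uM concentration against 40 or 20 nM TRiC in Tris pH 7.4/KCl/MgCl2/DTT buffer.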
# * marks the source's active call; other numbers are inactive results; i = inactive; ? = inconclusive; · = not tested or not shown; & = joins results of further samples; [ ] = another dose, or the depositor's remark. Unless noted, calls follow the shape of the dose curve; as a rule, active = well fitted curve in the direction sought with a large enough effect; inconclusive = small, poorly fitted or top-dose-only effect, or another doubt; inactive = no such curve, though single readings can be large; an effect the other way counts as inactive or inconclusive.
SMILES,Mm-Cpn inhibitor,TGFb SMAD3 inh,Abeta rescue,pAkt inh,Nrf2 inh,A549 viability,Nrf2 activator,HepG2 viability,CCT modulator
CC(NC(=O)c1cccc(S(=O)(=O)N2CCN(Cc3ccccc3)CC2)c1)c1ccc(Cl)cc1 (stereo not given),-1.1%,-7.1%,7.1%,i,?,-5.3%,0.0%,-0.7%,2.1
CCOc1ccccc1/C=N/Nc1ccnc(=O)[nH]1,0.0%,-13.7%,-24.4%,i,?,-3.1%,0.9%,-25.2%,-1.5
CC(C(=O)O)n1cc(C#N)c(=O)[nH]c1=O (stereo not given),·,4.9%,10.8%,i,0.8%,-2.1%,-0.1%,-22.6%,-2.4
CCCCn1c(CN2CCN(c3ccccc3)CC2)nc2c1c(=O)n(C)c(=O)n2C,-0.5%,-17.9%,6.3%,i,4.11µM*,?,0.1%,-47.1%,0.6
Cc1ccc(N(C(=O)C2CCCO2)C2C=CS(=O)(=O)C2)cc1Cl (stereo not given),-0.2%,-1.0%,13.0%,i,-19.3%,-2.6%,-0.9%,0.0%,-5.7
CCn1c(SCC(=O)Nc2ccc3c(c2)c2ccccc2n3CC)nnc1-c1cnccn1,·,?,-11.9%,i,?,-2.0%,3.3%,-49.1%,1.2
CCCN1CC23C=CC(O2)C(C(=O)O)C3C1=O (stereo not given),0.5%,6.8%,-11.2%,i,8.4%,1.7%,-0.4%,4.1%,-2.3
Cc1ccc(S(=O)(=O)Nc2ccnc(-c3cccnc3)n2)cc1,-0.2%,29.3%,5.3%,i,0.4%,-1.3%,0.3%,-4.9%,-0.1
Cc1cccc(/C=N/NC(=O)Cc2ccc(Cl)cc2)c1O,0.9%,?,-26.2%,i,?,-3.9%,-2.1%,-48.9%,-0.5
COc1ccc(NC(=O)CC2C(=O)NCCN2C(=O)Nc2ccc(C(F)(F)F)cc2)cc1 (stereo not given),-0.2%,?,6.1%,i,-17.6%,1.9%,0.3%,-11.2%,-1.2
NC(=O)C1CCN(S(=O)(=O)Cc2ccccc2Cl)CC1,-1.6%,2.8%,-4.8%,i,-24.4%,7.5%,0.1%,-1.8%,-4.0
O=C(CSc1nc2c(oc3ccccc32)c(=O)n1Cc1ccco1)Nc1ccccc1Cl,·,-3.3%,-11.5%,·,3.1%,-17.0%,-1.1%,-1.0%,·
CN(C)CCCn1c(SCc2c(Cl)cccc2Cl)nnc1-c1ccncc1,-0.3%,-4.6%,0.0%,i,-0.9%,5.9%,0.3%,-5.8%,0.0
O=C(Nc1cc(C(F)(F)F)ccc1N1CCOCC1)c1ccc2ccccc2n1,-0.3%,4.3%,12.7%,i,?,-9.1%,7.9%,-19.9%,-1.2
CCOc1cccc(/C=N/N2C(=O)CSC2=S)c1O,-3.5%,-16.1%,-0.6%,i,3.2%,-0.7%,4.4%,2.3%,1.2
COC(=O)[C@]1(Sc2ccc(C)cc2)CC(=O)N[C@@H]1c1ccccc1,·,·,-2.7%,i,·,·,0.2%,·,-0.7
Cc1cc(C)cc(NC(=O)C[n+]2ccccc2)c1,0.7%,6.0%,0.0%,i,2.1%,-4.9%,0.0%[9.22 µM],-0.5%,1.4
CC(=O)NC1=CC(=O)c2nonc2C1=O,·,?,·,·,2.91µM*,7.31µM*,·,-96.3%,·
Cc1nn(C)cc1/C=N/NC(=O)Cn1cncn1,0.2%,0.0%,3.8%,i,8.3%,0.6%,0.2%,-65.8%,2.2
CC(C)CC1OC(C)Cc2[nH][nH]c(=O)c21 (stereo not given),·,·,-7.2%,i,·,·,-0.1%,·,-2.3
Cc1ccccc1CN(c1ccc(C(=O)NCc2ccccn2)cc1)S(C)(=O)=O,-1.4%,12.1%,8.6%,i,-5.8%,-3.1%,0.2%,3.3%,0.4
Cc1ccc(N(C(=O)Cn2nnc(-c3cccs3)n2)C(C(=O)NC2CCCC2)c2ccncc2)cc1 (stereo not given),0.7%,-0.1%,-7.8%,i,-9.7%,-0.1%,4.3%,6.9%,2.0
CCn1c(SCC(=O)c2ccc(Cl)cc2)nnc1C(C)C,-2.1%,?,-4.4%,i,18.3%,7.0%,?,-13.3%,2.3
CCOc1ccccc1C(=O)Nc1ccc2nc(N3CCN(c4ncccn4)CC3)cc(C)c2c1,·,-0.2%,-27.9%,i,?,?,-0.2%,-24.8%,0.1
COc1ccccc1NCC(=O)N/N=C(\C)c1ccc(Br)s1,-1.5%,-20.3%,-11.1%,i,-29.1%,-11.2%,0.0%,-3.6%,-2.6
COC(=O)CN1C(=O)N/C(=C/c2ccc(C)o2)C1=O,0.8%,0.0%,-0.4%,i,1.3%,-8.6%,3.6%,-8.5%,-0.5
O=C(CCNS(=O)(=O)c1ccccc1)NCCCc1ccccc1,-1.7%,0.4%,-5.5%,i,3.7%,0.2%,0.0%,0.4%,1.6
Cc1cc(Cl)ccc1NC(=O)/N=C1/NC(=O)CS1,·,25.7%,-18.9%,i,·,·,0.3%,-1.4%,-2.5
COc1ccccc1OCC(=O)Nc1ccncc1,-1.7%,8.0%,-3.9%,i,-20.4%,-1.9%,3.7%,4.3%,-0.3
COc1ccc(NC2CCCN(C(=O)c3csc(C(C)C)n3)C2)cc1 (stereo not given),1.8%,0.2%,4.5%,i,15.2%,9.7%,-0.7%,3.6%,-1.4

# An excerpt of these results, as tab-separated lines.
structure	Mm-Cpn inhibitor	TGFb SMAD3 inh	Abeta rescue	pAkt inh	Nrf2 inh	A549 viability	Nrf2 activator	HepG2 viability	CCT modulator
COC(=O)[C@]1(Sc2ccc(C)cc2)CC(=O)N[C@@H]1c1ccccc1	·	·	-2.7%	i	·	·	0.2%	·	-0.7
CCn1c(SCC(=O)c2ccc(Cl)cc2)nnc1C(C)C	-2.1%	?	-4.4%	i	18.3%	7.0%	?	-13.3%	2.3
Cc1nn(C)cc1/C=N/NC(=O)Cn1cncn1	0.2%	0.0%	3.8%	i	8.3%	0.6%	0.2%	-65.8%	2.2

# The listing continues.
SMILES,Mm-Cpn inhibitor,TGFb SMAD3 inh,Abeta rescue,pAkt inh,Nrf2 inh,A549 viability,Nrf2 activator,HepG2 viability,CCT modulator
Cc1ccc(S(=O)(=O)Nc2ccc3c(c2)C(=O)N([C@@H](C)CO)C[C@@H](C)[C@@H](CN(C)S(=O)(=O)c2ccccc2)OCCCC[C@H](C)O3)cc1,·,-10.7%,7.3%,i,·,·,0.2%,-2.7%,1.0
Cc1cnc(NC(=O)CCCNC(=O)c2ccc(Cl)cc2)s1,0.0%,-2.6%,-7.0%,i,?,6.0%,6.5%,2.0%,-0.8
COc1cccc(C(=O)c2sc(NC(C)C)nc2N)c1,0.1%,?,27.7%[9.22 µM],i,·,?,-1.5%,38.5%,-0.6
Cc1ccc(N(CC(=O)NC(C)C)C(=O)CCC(=O)Nc2nccs2)cc1C,-1.8%,-14.6%,-16.0%,i,-6.3%,5.8%,0.2%,1.6%,-1.9
O=C(Nc1ccc(F)cc1)c1nn(-c2ccccc2)c(=O)cc1Cl,-1.6%,?,-16.9%,i,18.4µM*,?,-1.8%,-42.5%,-3.0
Cc1nc2c(ccc3c2ccc2nc(C)sc23)s1,-6.0%,3.9%,3.7%,i,·,8.1%,1.9%,-11.9%,0.2
O=C(OCCN=C1NS(=O)(=O)c2ccccc21)c1cccs1,2.7%,-0.8%,-27.9%,i,4.4%,3.0%,-0.1%,-3.8%,-0.7
CCn1c(=O)c2c(n3cnnc13)-c1ccccc1CC21CCCCC1,-1.4%,-3.8%,-11.6%,·,-15.6%,-14.8%,-0.5%,-49.2%,1.8
COc1cccc(-c2sc3ccc(OC)cc3c2-c2ccc(OCCN3CCCCC3)cc2)c1,?,?,-76.1%[inhibitor],i,-4.8%,-24.3%,4.0%,-50.7%,-1.3
Cc1ccc(C(=O)OCCOc2cccc(Cl)c2)cc1S(=O)(=O)N1CCOCC1,0.3%,27.7%,19.1%,i,?,1.6%,3.4%,-1.3%,0.1
O=C(NCCCN1CCOCC1)c1cc2c(s1)CCC2,-0.5%,4.6%,2.9%,i,9.6%,-2.1%,2.2%,1.1%,-2.7
CCCCCn1cc2c(c1-c1ccc(Br)cc1)c(=O)n(C)c(=O)n2C,·,?,-13.8%,·,-21.9%,0.1%,-1.0%,-22.6%,·
Cc1ccc(NC(=O)C2CCCN(S(=O)(=O)c3cccnc3)C2)c(C)c1 (stereo not given),-0.9%,3.3%,-12.3%,i,-9.6%,1.6%,0.0%,-2.7%,-1.1
CC1(C)C[C@@H](O)[C@]2(C)CC[C@]3(C)C(=CCC4[C@@]5(C)CC[C@H](O)[C@](C)(CO)C5CC[C@]43C)[C@@H]2C1 (stereo not given in full),-3.7%,3.5%,-0.6%,i,-7.8%,4.8%,-1.2%,-10.2%,-0.8
CCOC(=O)C1(C)CCCN1C(=O)c1cc(F)ccc1C (stereo not given),·,17.0%,0.1%,i,·,·,-0.7%[9.22 µM],2.0%,-0.5
S=C(NCc1ccco1)Nc1ccc(Br)cn1,0.1%,-15.6%,?,i,-18.0%,1.9%,?,1.7%,-2.8
CCCNC(=S)N1CCC(C(=O)c2ccc(Cl)cc2)CC1,0.8%,?,?,i,?,-13.7%,0.2%,-29.3%,-3.0
Cc1nc2ccc3nc(NC(=O)C4COc5ccccc5O4)sc3c2s1 (stereo not given),-7.6%,?,-10.1%,i,3.0%&6.8%,-4.0%&4.0%,2.8%,-12.6%,0.0
